Assay outcomes: PubChem BioAssay, The Scripps Research Institute Molecular Screening Center
OXTR potentiate = potentiates the human oxytocin receptor response; CHO-OTR cells, Fluo-8 calcium fluorescence, potentiator mode; 0% = oxytocin EC15, 100% = EC100; activation, % at 3 µM; 320,000 compounds, 0.061% hits; AID 2445;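 active means activation above that plate's cutoff, the mean activation of tested compounds plus 3 SD, cut at about 6.6% in these data, passing the limit was not always enough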;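 further: 100% uses oxytocin at 75 nM as the full agonist control; some results filed as inactive read as strong as hits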
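Dosing: Single dose, 3.0 µM nominal final compound concentration | Material: Human OTR in CHO cells | Technique: Kinetic Fluo-8 calcium fluorescence | Benchmarks: EC15 oxytocin alone as 0%, 75 nM oxytocin as 100% | Probe or stimulus: Oxytocin at about EC15, sub-maximal agonist stimulus | Incubation: Compound 6 min at room temperature before oxytocin, 100 s read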
TAAR1 ag = human TAAR1 agonism; Q96RJ0; CHO RD-HGA16 TAAR1, Fluo-8 calcium fluorescence; vehicle wells 0%, saturating PEA agonist 100%; activation, % at 3 µM; 360,000 compounds, 0.99% hits;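 active means activation above the mean activation of all test compounds in the run plus 3 SD, cut at about 38% in these data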
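Test system: RD-HGA16 (CHO) cells co-expressing Gα16 and hTAAR1; dosing: one-point dosing at 3 µM (nominal); timing: 17-24 h seeding, 75 min 37 °C dye, 30 min RT; signal: kinetic Fluo-8 calcium fluorescence; read-out basis: % activation relative to PEA EC100 response; controls: DMSO and PEA EC100; replicates: n 1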
V1R ag counter = activates human V1a receptor in oxytocin agonist counter-screen | AID 2797 | 320,000 compounds, 0.25% hits | P37288 | CHO-V1R cells, Fluo-8 calcium fluorescence, agonist mode; 0% DMSO, 100% 3 nM vasopressin | activation, % at 3 µM;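 active means activation above the mean activation of all tested compounds plus 3 SD, per screening run, cut at about 20% in these data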;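 further: signal is peak over basal fluorescence ratio across a 100 second FLIPR read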
Target sequence (P37288 whole entry, looked up): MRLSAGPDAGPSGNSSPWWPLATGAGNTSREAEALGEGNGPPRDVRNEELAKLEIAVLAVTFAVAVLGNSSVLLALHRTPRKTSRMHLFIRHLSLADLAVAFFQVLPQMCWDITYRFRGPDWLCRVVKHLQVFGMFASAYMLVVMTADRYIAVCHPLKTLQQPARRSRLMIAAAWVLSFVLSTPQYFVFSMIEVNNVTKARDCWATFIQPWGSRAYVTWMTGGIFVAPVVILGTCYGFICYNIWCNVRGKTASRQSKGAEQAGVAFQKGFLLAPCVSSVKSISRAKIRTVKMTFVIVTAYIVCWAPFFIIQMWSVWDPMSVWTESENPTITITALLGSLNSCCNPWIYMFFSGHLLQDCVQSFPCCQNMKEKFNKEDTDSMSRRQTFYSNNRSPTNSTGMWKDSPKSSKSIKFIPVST
TAAR1 antag = antagonists of human TAAR1 | CHO RD-HGA16 TAAR1, Fluo-8 calcium fluorescence, antagonist | inhibition, % at 3 µM | 360,000 compounds, 1.5% hits;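 active means inhibition above a per-plate cutoff, the mean inhibition of test compounds on that plate plus 3 SD, cut at about 49% in these data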;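 further: 0% = DMSO plus EC80 beta-PEA response and 100% = DMSO alone without agonist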
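Material: RD-HGA16 CHO cells with stable hTAAR1 and Gα16; Dosing: single nominal final test compound concentration of 3 µM; Schedule: seeding 17-24 h prior, 75-min 37 °C, 30-min RT dye loading; Detection: kinetic Fluo-8 calcium fluorescence measurement; Measure: % inhibition from peak post-agonist over basal fluorescence ratio; Benchmarks: vehicle and agonist controls.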
CHRM1 antagonist = human CHRM1 antagonism | P11229 | CHO-K1 hM1, Fluo-8 calcium fluorescence, ACh EC80 antagonist | inhibition, % at 3 µM | 360,000 compounds, 1.3% hits;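 active means percent inhibition above its own plate's cutoff, namely the mean of that plate's compound wells plus 3 SD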;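 further: peak over basal fluorescence ratio during 140 s after agonist addition; 0% = ACh EC80 plus DMSO and 100% = DMSO alone without agonist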
Target sequence (P11229 whole entry, looked up): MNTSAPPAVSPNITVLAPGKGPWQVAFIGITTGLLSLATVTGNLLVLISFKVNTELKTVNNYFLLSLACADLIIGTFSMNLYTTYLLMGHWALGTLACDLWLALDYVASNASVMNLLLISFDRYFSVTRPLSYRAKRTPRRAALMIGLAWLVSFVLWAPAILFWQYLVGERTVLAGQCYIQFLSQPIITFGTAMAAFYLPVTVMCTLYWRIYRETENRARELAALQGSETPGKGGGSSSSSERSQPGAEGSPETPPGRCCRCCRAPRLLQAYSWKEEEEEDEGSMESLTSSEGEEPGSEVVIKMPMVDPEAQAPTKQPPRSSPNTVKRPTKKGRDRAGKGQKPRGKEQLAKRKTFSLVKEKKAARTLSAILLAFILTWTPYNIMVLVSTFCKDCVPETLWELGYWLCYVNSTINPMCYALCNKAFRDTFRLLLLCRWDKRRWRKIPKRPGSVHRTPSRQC
OXTR agonist = human OXTR agonism; CHO-OTR cells, Fluo-8 calcium fluorescence; normalized: DMSO 0%, oxytocin 100%; activation, % at 3 µM; 320,000 compounds, 0.32% hits; AID 2435;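 active means activation above the mean of all tested compounds plus 3 SD, cutoff set per screening run, cut at about 20% in these data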;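 further: peak over basal fluorescence ratio from a 100 s FLIPR kinetic read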
M1 PAM = potentiates human M1 receptor response to acetylcholine; CHO-K1 hM1, Fluo-8 calcium fluorescence, ACh EC20; 0% = ACh EC20, 100% = maximal ACh; activation, % at 3 µM; 360,000 compounds, 0.088% hits; AID 588819; in the data active means activation above about 19%, passing the limit was not always enough
M1 ag = agonists of human M1 muscarinic receptor | P11229 | CHO-K1 hM1, Fluo-8 calcium fluorescence, agonist mode; 0% DMSO, 100% acetylcholine EC100 | activation, % at 3 µM | 360,000 compounds, 0.33% hits | AID 588814;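 active means activation above the run's mean compound activation plus 3 SD, cut at about 16% in these data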;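 further: peak over basal fluorescence ratio within a 140 s kinetic read after compound addition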
CHO parental Ca = signal in parental CHO cells, OX1R antagonist counter-screen; AID 463079; parental CHO-K1, ATP-induced calcium, Fluo-8 fluorescence; inhibition, % at 5.6 µM; 330,000 compounds, 0.63% hits;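 active means inhibition above that plate's mean sample inhibition plus 3 SD, cut at about 26% in these data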;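 further: 0% = ATP-challenged DMSO wells and 100% = DMSO wells without ATP; some compounds past the cut are filed as inactive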
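Material – parental CHO cells · Reagent – ATP stimulus · Compound – single nominal dose of 5.6 µM per compound · Detection – Fluo-8 fluorescence · Read-out basis – percent inhibition of calcium signal · Controls – ATP-challenged DMSO wells low, unchallenged DMSO wells high · Repeats – no replicates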
* marks the source's active call; other numbers are inactive results; / = no result given. Hits appear at their usual frequency (roughly 3.7% active in at least one column).

No.	compound	OXTR potentiate	TAAR1 ag	V1R ag counter	TAAR1 antag	CHRM1 antagonist	OXTR agonist	M1 PAM	M1 ag	CHO parental Ca
1	O=C(NC12CC3CC(CC(C3)C1)C2)N1CCN(c2ncccn2)CC1	-16	0	-0.2	15	23	-1.3	2	-6	-15
2	CCCN(CCC)S(=O)(=O)c1ccc(C(=O)Nc2nc3c(s2)CCc2ccccc2-3)cc1	-7	2	-0.9	6	-9	-0.8	6	-4	-17
3	C#CCOCCOCCOCCNc1nc(N2CCN(C(=O)[C@H](C(C)C)n3cc(CCO)nn3)CC2)nc(N2CCN(C(=O)[C@H]([C@@H](C)CC)n3cc(CCC(=O)O)nn3)CC2)n1	/	4	/	2	-6	/	2	-4	/
4	CCC(=O)Nc1ccc(Cl)c(NC(=S)NC(=O)COc2ccccc2)c1	-6	11	4.5	15	-2	3.8	5	-4	-21
5	O=C(Nc1ccccc1)Nc1ccc(Oc2cccnc2)nc1	-15	67*	6.2	-18	-17	3.7	12	3	-4
6	O=c1c2ccccc2[nH]c(=S)n1CCCN1CCN(c2ccccc2F)CC1	-15	0	0.4	-17	18	-1.0	-10	-7	-6
7	CCCCN(C=O)c1c(CC)nc2ccc(C(=O)NCc3ccccc3OC)cn12	/	0	/	-4	-6	/	4	-3	/
8	C/C(=N\OCC(=O)NC12CC3CC(CC(C3)C1)C2)c1cc2ccccc2o1	-11	9	-0.8	23	-3	-1.6	5	-9	-11
9	COc1ccccc1N1CCN(CC(=O)c2ccc(F)cc2)CC1	-17	1	1.1	-12	-9	-0.8	4	-3	-17
10	COc1cccc(NC2C=CS(=O)(=O)C2)c1 (stereo not given)	-4	4	0.7	7	-19	-0.6	0	-1	-11
11	CCOC(=O)c1ccc(NCc2ccncc2)cc1	-6	4	2.8	-9	-2	3.7	-1	-6	-2
12	CCC(=O)NC(C)C(c1cccs1)N1CCN(Cc2ccccc2)CC1 (stereo not given)	-2	0	-0.7	-16	6	0.4	-10	-6	-7
13	Cc1cc(N2C(=O)C(O)=C(C(=O)c3cc4ccccc4o3)C2c2cccc(Cl)c2)no1 (stereo not given)	-8	0	1.8	-34	-23	0.4	11	-1	-27
14	CCc1ccc(-c2nc(CN3CCC(C(=O)NCCc4ccc(OC)c(OC)c4)CC3)c(C)o2)cc1	-3	7	6.6	-8	-11	13	7	-6	-20
15	CCOC(=O)C1=C[C@@H](CC)N(S(=O)(=O)c2ccc(C)cc2)[C@H]1c1ccccc1	/	0	/	7	24	/	-16	-6	/
16	CC(Oc1ccccc1F)c1nnc(SCC(=O)NCc2ccc3c(c2)OCO3)o1 (stereo not given)	-4	1	-0.8	3	-6	-2.0	8	-3	-23
17	COc1cc(C(=O)NNC(=O)CNC(=O)C2CCCCC2)ccc1OC(C)C	-6	1	0.2	-4	-12	0.4	7	2	-7
18	Cc1ccc(NC(=O)c2sc3ccccc3c2Cl)nc1	2	16	-0.2	-33	-2	0.4	2	-1	-11
19	CCOc1cc(CN2CCCCCC2)ccc1OC	-6	8	0.1	-17	-10	-0.6	15	-4	-4
20	CC(=O)c1ccc(NC(=O)CCNS(=O)(=O)c2cccc3nonc23)cc1	-19	5	1.4	-2	-8	2.0	2	-2	-7
21	COc1ccccc1CNC(=O)C1CC2Cn3c(nc4cc(C)c(C)cc43)C2N1C (stereo not given)	11	2	0.2	-6	-6	-0.9	6	-9	-10
22	CC(C)(C)NS(=O)(=O)c1ccc(NC(=S)NC(=O)C2CC2)cc1	-11	5	4.8	-6	-12	2.3	6	0	11
23	O=C(/C=C/c1ccccc1)NCCSCc1ccc(Cl)cc1	1	-2	-0.2	2	-9	-2.6	7	2	-14
24	CC(C)(C)c1ccc(S(=O)(=O)NC(=O)C2(C)CCN2C(=O)Cc2ccc(-c3ccccc3)cc2)cc1 (stereo not given)	/	7	/	-9	-21	/	11	0	/
25	CN(C)S(=O)(=O)c1cc(NC(=O)COC(=O)CCc2ccccc2)ccc1Cl	-13	7	5.9	-3	0	5.6	-3	1	9
26	O=C(Nc1ccn(Cc2ccccc2F)n1)c1ccc(COc2cccc(Br)c2)cc1	-8	12	3.1	25	-24	3.3	-4	-2	-6
27	COc1ccc(OC)c(/C=C/C(=O)OCC(=O)Nc2ccc(Cl)c(S(=O)(=O)N(C)C)c2)c1	-4	4	2.9	24	14	1.1	-4	-2	2
28	Cc1cc(C)c(OCC(=O)NCC(c2ccco2)N2CCCCC2)c(C)c1 (stereo not given)	-10	9	-0.6	-24	10	-2.4	-16	-9	-28
29	CC1CCCC(C)N1C(=O)c1cc(F)c(F)cc1Cl (stereo not given)	-5	7	0.2	11	-4	-1.9	1	-7	-11
30	COc1cc(OC)c(N2CC34C=CC(O3)C(C(=O)O)C4C2=O)cc1Cl (stereo not given)	-8	1	0.1	-4	-7	0.4	7	-2	9
31	CCc1nnc(NC(=O)/C=C/c2ccco2)s1	-2	1	0.9	-8	-10	-1.1	15	-4	-7
32	CC(=O)Nc1ncc(N=Nc2cccc(C(F)(F)F)c2)s1	-10	-2	0.1	-4	-11	0.9	9	-4	-3
33	O=C(Cc1cccs1)N(c1ccc(Br)cc1)C1C=CS(=O)(=O)C1 (stereo not given)	-13	1	1.1	-17	10	2.6	9	0	-18
34	COc1cc(C(=O)Nc2ccc(C(C)=O)cc2)c(Br)c(OC)c1OC	-18	9	4.6	35	2	8.2	-7	2	-11
35	COC(=O)[C@]1(C)N[C@H](CN(C)C(=O)Nc2ccc(C)cc2)[C@@H]2C(=O)N(Cc3ccccc3)C(=O)[C@@H]21	5	3	0.5	-35	-8	0.4	8	-1	-26
36	Cc1ccc(S(=O)(=O)N2CN(CC3CCCO3)c3nc4ccccc4nc32)cc1 (stereo not given)	0	6	0.0	-24	7	-0.8	-3	-3	-24
37	Cc1nn2c(NCCCn3ccnc3)cc(C(C)C)nc2c1-c1ccccc1	1	-1	-1.2	-7	0	-1.9	5	-8	-37
38	Cn1ccnc1SCC(=O)c1cc2ccccc2o1	-5	-1	3.7	15	0	5.2	-7	-5	-13
39	Cc1ccc(NC(=O)COC(=O)C(NS(=O)(=O)c2ccc(Cl)cc2)C(C)O)c(Br)c1 (stereo not given)	-12	1	3.2	3	-14	5.3	10	-2	-14
40	CCOCCCNCC(=O)NC1(C)C2CCC(C2)C1(C)C (stereo not given)	-13	7	0.4	-9	-12	1.4	9	-5	-19
41	CCOc1cc(S(=O)(=O)NC2CC(C)(C)NC(C)(C)C2)ccc1F	-1	1	0.2	-6	4	-0.2	7	0	-1
42	Cc1nc2sc(C(c3ccco3)N3CCN(c4ccccc4F)CC3)c(O)n2n1 (stereo not given)	-5	20	0.9	-2	0	0.5	3	-4	-19
43	O=C(CN(C(=O)c1ccccc1Cl)C1CCCCC1)Nc1ccc(Cl)c([N+](=O)[O-])c1	-22	6	2.2	17	-1	1.2	3	-2	11
44	O=C(Nc1ccc(Br)c2ccccc12)c1ccc2ccccc2c1O	-20	5	11	3	23	19	-14	1	26
45	COc1ccc(/C=C2/N=C(c3cccs3)OC2=O)cc1OC(C)C	-5	11	1.1	-1	4	-0.3	-4	-3	-8

Record cards, from the list above:
O=C(Cc1cccs1)N(c1ccc(Br)cc1)C1C=CS(=O)(=O)C1 (stereo not given) reads OXTR potentiate: -13; TAAR1 ag: 1; V1R ag counter: 1.1; TAAR1 antag: -17; CHRM1 antagonist: 10; OXTR agonist: 2.6; M1 PAM: 9; M1 ag: 0; CHO parental Ca: -18
O=C(CN(C(=O)c1ccccc1Cl)C1CCCCC1)Nc1ccc(Cl)c([N+](=O)[O-])c1 reads OXTR potentiate: -22; TAAR1 ag: 6; V1R ag counter: 2.2; TAAR1 antag: 17; CHRM1 antagonist: -1; OXTR agonist: 1.2; M1 PAM: 3; M1 ag: -2; CHO parental Ca: 11

The listing continues:
No.	compound	OXTR potentiate	TAAR1 ag	V1R ag counter	TAAR1 antag	CHRM1 antagonist	OXTR agonist	M1 PAM	M1 ag	CHO parental Ca
46	N=c1oc2ccc(Br)cc2cc1C(=O)NCc1ccc(F)cc1	-8	0	-0.7	-9	-16	0.1	9	-2	-6
47	CCSc1nc(C2CC2)cc(-c2cccs2)c1C#N	-2	-2	1.3	8	1	-0.6	-6	-3	-29
48	Cc1ccc2nc3c(c(Nc4ccccc4)c2c1)CCC3	2	0	0.0	-9	-4	-3.1	4	-6	-18
49	Cc1ccc(-c2ccc(CCC(=O)O)n2-c2cccc(C(=O)O)c2)cc1	/	0	/	3	2	/	2	-2	/
50	CCCc1nc(NCc2ccccn2)c2nnn(Cc3ccccc3F)c2n1	-9	17	1.1	-11	0	1.7	5	0	-5
51	Cn1c(=O)c2c(SCC(N)=O)nc(CC(C)(C)C)nc2n(C)c1=O	-4	1	-0.6	-15	3	-0.7	-5	-1	-9
52	Cc1ccccc1Cn1c(=O)[nH]c2ccccc21	-1	-1	-1.0	-17	-4	-0.6	3	8	-14
53	CC(CN1CCCCC1)OC(=O)c1cccc(F)c1 (stereo not given)	0	1	-0.1	-6	-14	-0.4	8	-7	-8
54	CN(C(=O)CN1C(=O)/C(=C/c2ccc(Cl)cc2)SC1=S)C1CCS(=O)(=O)C1 (stereo not given)	0	-1	0.3	4	-6	1.4	5	-2	-2
